Bioassay records deposited in PubChem by Sanford-Burnham Center for Chemical Genomics.
SENP6 block: blocks the human protease SENP6; Q9GZR1; Recombinant SENP6 catalytic domain, aminoluciferin luminescence; inhibition, % at 10 µM; 1.8% of 330,000 active;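 active = inhibition above about 50% at the single tested dose, limit read from the data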;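 also: plate controls were DMSO wells with enzyme for no effect and DMSO wells lacking enzyme for full effect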
Target sequence (Q9GZR1 628-1112 limits assumed): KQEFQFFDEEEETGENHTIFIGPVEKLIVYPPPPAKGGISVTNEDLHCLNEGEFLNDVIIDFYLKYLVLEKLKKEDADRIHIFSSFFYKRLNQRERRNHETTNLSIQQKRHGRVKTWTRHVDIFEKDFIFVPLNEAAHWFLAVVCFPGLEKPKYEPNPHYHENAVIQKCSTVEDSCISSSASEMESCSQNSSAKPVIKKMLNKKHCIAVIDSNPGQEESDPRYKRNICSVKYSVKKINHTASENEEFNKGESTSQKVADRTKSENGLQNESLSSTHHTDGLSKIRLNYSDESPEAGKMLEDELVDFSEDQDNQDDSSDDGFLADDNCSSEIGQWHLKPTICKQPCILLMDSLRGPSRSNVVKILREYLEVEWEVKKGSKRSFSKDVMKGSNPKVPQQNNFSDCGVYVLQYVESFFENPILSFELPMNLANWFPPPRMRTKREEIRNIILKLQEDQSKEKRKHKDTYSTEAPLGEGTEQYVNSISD
Apaf1 inhib: blocks human Apaf-1 apoptosome activity. reconstituted apoptosome caspase-3 activity, DEVD-Rh110 fluorescence. O14727. 0.71% of 330,000 active. inhibition, % at 20 µM. AID 489030; active = inhibition of at least 40% at 20 µM;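 also: plate controls were DMSO wells for no effect and DEVD-CHO caspase inhibitor wells for full effect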
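System: Apoptosome proteins | Medium: Hepes pH 7.5 with detergent and BSA | Also added: Cytochrome c trigger plus (Z-DEVD)2-Rh110 caspase-3 substrate | Incubation: 30 min compound preincubation, 50 min activation, room temperature | Detection: Rhodamine 110 fluorescence at Ex 480/Em 540 nm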
SENP8 block-1: inhibitors of human SENP8 protease; 0.64% of 360,000 active; AID 602440; inhibition, % at 20 µM; recombinant SENP8, Nedd8 substrate fluorescence; Q96LD8; in the data active = inhibition mostly above about 40%, no sharp cut-off; inactive = mostly below about 27%
Target sequence (Q96LD8 whole entry, looked up): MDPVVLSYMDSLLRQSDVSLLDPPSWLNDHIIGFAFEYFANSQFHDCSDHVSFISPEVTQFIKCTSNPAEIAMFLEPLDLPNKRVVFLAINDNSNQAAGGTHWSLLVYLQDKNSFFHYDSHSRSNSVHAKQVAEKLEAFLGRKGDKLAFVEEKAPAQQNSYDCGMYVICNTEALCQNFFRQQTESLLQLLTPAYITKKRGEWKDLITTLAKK
SENP8 block-2: inhibitors of human SENP8 protease | Q96LD8 | purified SENP8, Z-RLRGG-aminoluciferin cleavage, luminescence | inhibition, % at 10 µM | 1.2% of 330,000 active | AID 2540; in the data active = inhibition above about 50%
NLRP3 yeast inh: blocks the NALP3 inflammasome reconstituted in yeast. Yeast reconstituted NLRP3/ASC/caspase-1, beta-gal luminescence, 24 h. inhibition, % at 10 µM. 0.39% of 330,000 active. AID 2825;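 active = inhibition of 50% or more; inactive = inhibition below 50%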;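 also: plate controls were induced DMSO wells for no effect and uninduced yeast grown without galactose for full effect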
SENP1 inh: inhibitors of human SENP1 SUMO protease catalytic domain | Q9P0U3 | recombinant SENP1 catalytic domain, CyPet-SUMO1-YPet FRET cleavage | inhibition, % at 10 µM | 0.21% of 360,000 active | AID 624204;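 active = inhibition at least 30% at 10 µM, raw YFP signal under a set limit, fluorescence ratio 0.5 to 1.5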;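 also: 0% = enzyme with DMSO and 100% = no enzyme wells; some results filed as inactive read as strong as hits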
Target sequence (Q9P0U3 419-644 limits assumed): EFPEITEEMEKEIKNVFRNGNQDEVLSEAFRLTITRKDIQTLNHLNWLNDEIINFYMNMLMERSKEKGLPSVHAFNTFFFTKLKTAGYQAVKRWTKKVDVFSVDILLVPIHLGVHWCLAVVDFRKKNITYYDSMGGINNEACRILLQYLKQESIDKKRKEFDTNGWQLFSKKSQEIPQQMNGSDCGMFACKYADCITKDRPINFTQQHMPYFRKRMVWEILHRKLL
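Test system: recombinant human SENP1 catalytic domain, His6-tagged / Medium: pH 8 Tris buffer with EDTA, NaCl, BME, BSA, NP40, catalase / Also added: SUMO1 FRET substrate flanked by Cypet and Ypet, 25 nM / Times: 50 min reaction at room temperature / Signal: FRET, CFP and YFP emission / Control set: no-enzyme low control and enzyme-plus-DMSO high control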
SENP7 inh: SENP7 protease inhibition. Q9BQF6. recombinant SENP7, Z-RLRGG-aminoluciferin luminescence, 40 min. inhibition, % at 5 µM. 1.5% of 330,000 active;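 active = inhibition above about 50% at the single test dose, limit read from the data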;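 also: plate controls were DMSO with enzyme for no effect and no enzyme buffer wells for full effect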
HKDC1 inh: inhibitors of human hexokinase HKDC1; Q2TB90; recombinant HKDC1, G6PDH/diaphorase resazurin coupled fluorescence; inhibition, % at 20 µM; 0.16% of 340,000 active;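 active = inhibition above about 35% when tested at 20 µM, limit read from the data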;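 also: plate controls were DMSO wells with enzyme for no effect and DMSO wells lacking enzyme for full effect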
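System: Recombinant HKDC1 hexokinase | Amount: HKDC1 at 5 µg/mL | Reagent: Glucose with 1 mM ATP | Doses: Single 20 µM dose | Incubation: Reaction time 90 min, room temperature, protected from light | Signal: Coupled resazurin fluorescence, excitation 525 nm, emission 613 nm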
PfG6PD inh: PfG6PD (Plasmodium falciparum) enzyme inhibition. inhibition, % at 20 µM. AID 504690. 0.78% of 350,000 active. PfGluPho enzyme, NADPH resazurin-diaphorase fluorescence;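 active = inhibition reaching at least a set limit at 20 µM in the primary screen, cut at about 59% in these data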;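 also: 0% = DMSO wells with substrate and 100% = DMSO wells lacking glucose-6-phosphate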
The depositor's hits bear a star; · = no result given; & = joins results of further samples.

The line under a structure holds: SENP6 block, Apaf1 inhib, SENP8 block-1, SENP8 block-2, NLRP3 yeast inh, SENP1 inh, SENP7 inh, HKDC1 inh, PfG6PD inh
CC1(C)CC2CC(C)(CN2S(=O)(=O)c2ccc(C(=O)Nc3ccc(S(=O)(=O)N4CCOCC4)cc3)cc2)C1 (stereo not given)
 : -16, 9, 21, -10, -7, -1, -4, 4, 5
O=C(NCC1CCCCC1)c1cc([N+](=O)[O-])ccc1N1CCOCC1
 : 3, 6, 7, -2, -3, 3, 5, 1, 0
CCOc1ccc(CCNC(=O)COC(=O)c2ccc(Br)o2)cc1OCC
 : -8, -3, -10, -4, 3, 1, -1, -2, -2
N#Cc1c2n(cnc1=O)CCCCC2
 : -24, -4, 24, 5, 23, 0, -3, -4, -14
O=S(=O)(NCC(c1cccnc1)N1CCN(c2ccc(F)cc2)CC1)c1cccs1 (stereo not given)
 : -13, 10, 5, 5, 5, -3, -7, -3, -8
N#Cc1cc([N+](=O)[O-])cnc1NCC(O)CO (stereo not given)
 : 5, -8, 9, 5, 11, -4, 1, -4, 3
COc1cccc(CC2(CO)CCN(Cc3cn(C)nc3C)CC2)c1
 : 0, -4, 1, 0, 13, -3, 0, 9, -17
COc1ccc(C(=O)NCc2ccc(-n3cccc3)cc2)cc1OC
 : -2, 13, 11, 1, 19, 0, 10, -11, -1
O=C(O)c1cccc(Cn2c(Cl)c(/C=N/NC(=O)c3ccc(O)cc3)sc2=O)c1
 : -21, -4, 10, -6, 11, -6, 5, -1, -15
CCOC(=O)c1sc2nc(CN3CCCCC3)nc(Cl)c2c1C
 : -11, -1, -103, 3, 11, -2, 6, -4, 2
COc1ccc(C(=O)N/N=C(\C)CC(=O)Nc2ccc3ccccc3c2)c(OC)c1
 : -6, 21, 2, -12, 8, 2, -13, 1, -9
CCC(=O)N(C)CCc1cc2c(c(OC)c1/C=N/NC(=O)[C@H]1C[C@@H]1c1ccccc1)OCO2
 : -2, -4, -5, -2, 8, 1, -2, -2, 9
CC(C)N1C(=O)NC2(c3ccccc3)N(C)C(=O)N(C)C12c1ccccc1 (stereo not given)
 : -12, -7, 11, 3, 7, 0, -3, 0, -9
O=C(NCc1ccc(-c2nc3ccccc3s2)cc1)c1cc2ccccc2o1
 : 10, -7, -20, -1, 12, 1, 5, -8, -4
COc1ccccc1NC(=O)NC(=O)c1ccccc1
 : -25, -16, 9, -11, 29, 0, 39, -6, 1
CCc1nc(SCc2ccc(Cl)cc2)n[nH]1
 : -12, -3, 19, -8, 19, 1, -5, 5, 53
COC(OC)C1(CCc2ccccc2)NC(=O)NC1=O (stereo not given)
 : ·, ·, 11, ·, ·, -1, ·, -4, 2
COC(=O)C1Cc2c([nH]c3ccccc23)CN1C(C)=O (stereo not given)
 : 1, -1, -68, -4, 7, -31, -4, 2, 6
CCSc1nc2ccccc2[nH]1
 : -3&1, -5&-20, 12&10, 9&-3, 17&44, 0&3, 7&4, -3&-13, -5&-9
COc1ccc(-c2cc(NCc3ccccn3)n3ncnc3n2)cc1
 : -12, -2, -119, 2, 10, -3, 5, 3, -1
CC1CN(C(=O)COC(=O)c2ccc(Cl)c(S(=O)(=O)N3CCCCC3)c2)CC(C)O1 (stereo not given)
 : -4, -2, 19, 0, 9, 0, -9, 0, 12
NC(=O)c1ncn([C@@H]2O[C@H](CNCc3cccc(OC4CCCC4)c3)[C@@H](O)[C@H]2O)n1
 : ·, ·, 7, ·, ·, -1, ·, -6, -2
O=C(c1ccco1)N1CCN(S(=O)(=O)c2ccc(Oc3ccccc3)cc2)CC1
 : -7, 4, 10, -4, 12, 2, -1, 6, 2
CCc1ccc(N(CC(=O)NC(C)(C)C)C(=O)CNC(=O)c2cccs2)cc1
 : -45, 10, 14, 4, 14, 1, -4, -1, 9
COc1ccc(C2CC(=O)N(C)c3ccccc3S2)cc1OC (stereo not given)
 : -7, 0, -17, -10, 15, 0, -5, -8, -5
CC(C)Oc1ccc(S(=O)(=O)N2CCOCC2)cc1NC(=O)c1cccc(S(=O)(=O)N2CCCC2)c1
 : ·, ·, 18, ·, ·, 4, ·, -7, -12
Cc1ccc(OCC(=O)NNC(=O)CSc2ncnc3sc(C)c(C)c23)cc1
 : 3, 7, 5, 7, 17, -1, 2, 8, 0
CN(C)CCNc1c2c(nc3ccccc13)CCC2
 : -8, -5, -4, -7, 12, -2, -9, -7, 5
Cc1cc(C)n(C(=O)CNC(=O)c2cccs2)n1
 : -4, -4, 4, 4, 4, 3, -4, 0, -4
CCCC1C(c2ccc(OC)cc2)C(C#N)(C#N)C2(C#N)CC1(N)NC2=O (stereo not given)
 : 10, 1, 3, 4, 8, 0, 4, 7, -15
CC(Oc1ccc2c(-c3ccccc3)cc(=O)oc2c1)C(=O)NC(Cc1c[nH]c2ccc(O)cc12)C(=O)O (stereo not given)
 : -3, -3, 26, -1, -1, -24, 1, 9, -10
CC(=O)c1cccc(NC(=O)N2CCCC2C(=O)Nc2ccc3c(c2)OCO3)c1 (stereo not given)
 : -6, -10, 15, 4, 6, 3, -7, -4, -13
CCC(=O)Nc1sc(C(=O)OC)c(C)c1C(=O)OC
 : -18, -1, 19, -10, 20, 2, -11, -7, 35
COc1cccc(C2CC(c3ccc(C)cc3)n3ncnc3N2)c1 (stereo not given)
 : -10, 1, 14, -3, -8, 0, -1, 0, 1
Cn1c(CNC(=O)CNC(=O)c2ccc(F)cc2)cc(=O)n(C)c1=O
 : 6, -6, -84, 7, 9, -6, 3, -6, 2
COCCN(C(=S)Nc1ccc(C)cc1)C(C)c1ccco1 (stereo not given)
 : -2, -19, 28, 6, -6, 3, 7, -3, 19
O=C(Cc1ccccc1)NNC1CC(=O)N(c2ccc(Cl)cc2)C1=O (stereo not given)
 : 12, -5, 13, 7, -3, 1, -2, -4, 3
Cc1ccc(S(=O)(=O)Nc2ccc3c(c2)C(=O)N([C@H](C)CO)C[C@H](C)[C@@H](CN(C)Cc2ccc(-c4ccccc4)cc2)O3)cc1
 : 8, 27, 10, 0, 12, 1, 6, 5, 7
O=C(c1ccc(S(=O)(=O)Cc2ccccc2Cl)c([N+](=O)[O-])c1)N1CCN(c2ccccn2)CC1
 : -6, -7, 22, -7, 13, 3, -3, 10, 15
Cc1ccc(C)c(OCC(=O)Nc2ccc(S(=O)(=O)Nc3ncccn3)cc2)c1
 : -18, 5, 9, -6, 10, -1, -15, 2, -25
CCOc1cc(/C=N/NC(=O)CN2CCCCC2)ccc1OCc1cccc(Cl)c1
 : 5, 17, 11, -10, 27, 1, -2, -8, 15
C#Cc1ccc([C@@H]2C=C(C(=O)OCC=C)O[C@H](OCc3ccc(CO)cc3)C2)cc1
 : -12, 13, 5, -5, 12, 1, -2, -2, 15
CC(=O)Nc1ccc2c(c1)C(C)(C)C(C)N2C (stereo not given)
 : 15, 5, ·, 5, 22, ·, 6, 2, 22
O=C(Cc1ccc(Cl)cc1)c1ccc(O)cc1
 : 51*, 6, 23, 42, 22, -1, 5, 3, -20
CCOc1ccc(S(=O)(=O)NCc2ccccc2Cl)cc1C(N)=O
 : 9, -10, -1, 0, 7, 3, -5, 1, 75*
CC1CCN(c2ccc(NC(=O)Cc3ccccc3)cc2)CC1
 : 8, 3, 20, -4, 29, 4, 3, -9, 11
Cc1cc(C)cc(NC(=S)NCc2cccs2)c1
 : 0, 6, -2, 5, 0, 1, 1, -1, -5
Cc1c(C(=O)O)c(=S)sn1CCOc1ccccc1
 : ·, ·, 32, ·, ·, 0, ·, 2, -34
O=S(=O)(c1ccccc1)N1CCN(C/C=C/c2ccccc2)CC1
 : -8, 9, 3, -1, -4, 1, -1, -4, 11
CCN1CCN(c2ccc(S(=O)(=O)N3CCOCC3)cc2NC(=O)C(C)Oc2ccc(Cl)cc2)CC1 (stereo not given)
 : -6, 7, 6, 8, 11, 1, -3, -1, 3
CCOC(=O)CCc1c(C)nc2cc(-c3ccc(Cl)cc3)[nH]n2c1=O
 : 3, 9, -91, 2, -9, 0, 6, 5, -27
O=C(CSc1nnc(-c2ccccc2)o1)Nn1cnnc1
 : -1, -23, -1, 3, -7, 1, -2, -9, -15
CC(=O)Cn1c2ccccc2n2nc(CCC(=O)O)c(=O)nc12
 : 4, -5, -346, -1, 12, 1, 6, -9, 3
CC1CCCCC1NC(=O)COC(=O)c1ccc2ncsc2c1 (stereo not given)
 : 9, -9, -29, 2, 7, -30, -3, -3, -2
O=C(CNC(=O)N1CC(=O)Nc2ccccc21)NCc1ccccc1
 : -4, -3, 1, -6, 7, -4, 5, -5, 2
COc1cc2c(cc1C=O)OC(C)C2 (stereo not given)
 : 1, 0, -409, -2, 18, -18, 7, -3, 9
CN(Cc1ccccc1)C(=O)COC(=O)CCN1C(=O)C2CC=CCC2C1=O (stereo not given)
 : -7, -7, 4, -3, 15, 2, 1, 1, 2
C/C(=N\NS(C)(=O)=O)c1ccccc1
 : -10, 0, 12, 0, -17, 4, 1, 2, 3
COCC(=O)N(CCc1ccc(OC)cc1)Cc1nc2ccccc2c(=O)[nH]1
 : -6, 0, 17, -9, 18, -3, 2, -2, 6
COc1ccc(/C=C2\SC(=N)N(c3nccs3)C2=O)cc1OC
 : -20, 9, -1, 3, 6, -27, 5, 4, -11
CN(Cc1nc(-c2cnccn2)no1)Cc1n[nH]c2c1CCCCC2
 : -21, 2, 5, 0, -11, 0, 3, -10, -11

Three of the entries above in order of the SENP1 inh value, largest number first.
canonical_smiles,SENP1 inh
CN(Cc1nc(-c2cnccn2)no1)Cc1n[nH]c2c1CCCCC2,0
Cc1ccc(C)c(OCC(=O)Nc2ccc(S(=O)(=O)Nc3ncccn3)cc2)c1,-1
CC1CCCCC1NC(=O)COC(=O)c1ccc2ncsc2c1 (stereo not given),-30
